Source: PubChem
LYPLA1 inh: counter-screen for PME1 inhibitors: inhibitors of human LYPLA1 | actives 0.16% (n = 320,000) | recombinant LYPLA1, FP-Rh probe fluorescence polarization | O75608 | inhibition, % at 5.9 µM;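 active = inhibition above the mean of all tested compounds plus 3 SD, set per campaign, cut at about 14% in these data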;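 note: inhibitors block serine hydrolase probe labeling of LYPLA1 so polarization falls; 0% = enzyme with DMSO and 100% = wells lacking LYPLA1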
PAFAH1B2 FP inh: blocks human PAF acetylhydrolase 1b catalytic subunit 2 | P68402 | recombinant PAFAH1B2, FP-rhodamine activity probe, fluorescence polarization | inhibition, % at 3.39 µM | actives 1.2% (n = 340,000) | AID 492953;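 active = inhibition above the mean of all tested compounds plus 3 SD, cut at about 24% in these data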;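 note: 0% = enzyme with DMSO and 100% = wells lacking PAFAH1B2; many of its hits are not listed in these tables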
PAFAH1B3 FP inh: inhibitors of human PAFAH1B3. Q15102. recombinant PAFAH1B3, FP-rhodamine probe, fluorescence polarization. inhibition, % at 3.39 µM. actives 0.28% (n = 340,000);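 active = inhibition above the screen-wide average of all tested compounds plus 3 SD, cut at about 25% in these data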;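 note: 0% = enzyme with DMSO only and 100% = wells lacking PAFAH1B3 protein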
PAFAH2 inh: inhibitors of human PAFAH2. Q99487. recombinant PAFAH2, FP-rhodamine activity probe, fluorescence polarization. inhibition, % at 3.39 µM. actives 0.99% (n = 340,000);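 active = inhibition above the mean over all tested compounds plus 3 SD, cut at about 30% in these data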;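 note: inhibitors block probe labeling of enzyme so polarization drops; 0% = enzyme with DMSO and 100% = wells lacking PAFAH2 protein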
PREPL inh: human PREPL enzyme inhibition; AID 2751; Q4J6C6; actives 0.68% (n = 320,000); recombinant PREPL, fluorescence polarization activity-based probe; inhibition, % at 5.96 µM; in the data active = inhibition above about 43%;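 note: 0% = enzyme with DMSO and 100% = wells lacking enzyme; many of its hits are not listed in these tables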
Target sequence (Q4J6C6 whole entry, looked up): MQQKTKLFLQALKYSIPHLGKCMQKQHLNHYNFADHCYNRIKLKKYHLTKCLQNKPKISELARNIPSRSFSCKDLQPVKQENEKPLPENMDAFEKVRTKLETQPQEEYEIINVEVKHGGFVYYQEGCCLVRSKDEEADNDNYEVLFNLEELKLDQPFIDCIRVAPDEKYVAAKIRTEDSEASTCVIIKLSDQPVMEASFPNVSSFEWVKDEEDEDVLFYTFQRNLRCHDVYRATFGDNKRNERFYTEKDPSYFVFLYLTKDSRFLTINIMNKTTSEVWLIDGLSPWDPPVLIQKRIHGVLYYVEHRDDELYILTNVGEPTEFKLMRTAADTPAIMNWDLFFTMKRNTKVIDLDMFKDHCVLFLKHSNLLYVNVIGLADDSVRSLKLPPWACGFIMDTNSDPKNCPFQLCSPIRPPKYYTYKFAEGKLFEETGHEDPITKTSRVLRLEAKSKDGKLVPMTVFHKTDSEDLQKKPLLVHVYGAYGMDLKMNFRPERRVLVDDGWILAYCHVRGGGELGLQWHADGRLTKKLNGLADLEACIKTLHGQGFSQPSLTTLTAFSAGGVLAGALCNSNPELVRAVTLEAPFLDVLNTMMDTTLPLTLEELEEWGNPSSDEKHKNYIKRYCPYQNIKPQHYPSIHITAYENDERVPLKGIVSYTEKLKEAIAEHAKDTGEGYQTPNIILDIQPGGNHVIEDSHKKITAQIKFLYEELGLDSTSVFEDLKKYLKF
PAD4 inh: PAD4 (human) enzyme inhibition; actives 0.41% (n = 330,000); recombinant PAD4, RCA probe fluorescence polarization; inhibition, % at 6.36 µM;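 active = percent inhibition above a cutoff equal to the mean of all tested compounds plus 3 SD, cut at about 15% in these data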;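 note: 0% = PAD4 with RCA probe and DMSO and 100% = probe without PAD4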
pPAFAH FP inh: pPAFAH (human) enzyme inhibition. actives 1.5% (n = 330,000). AID 463082. Q13093. inhibition, % at 3.39 µM. recombinant pPAFAH, FP-rhodamine probe fluorescence polarization;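 active = inhibition above the mean inhibition across the screen plus 3 SD, cut at about 25% in these data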;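 note: inhibitors block binding of the rhodamine activity-based probe so polarization drops; 0% = enzyme with DMSO and 100% = wells lacking pPAFAH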
LYPLA2 inh: LYPLA2 (human) inhibition in PME1 counter-screen. O95372. recombinant LYPLA2, FP-Rh probe fluorescence polarization. inhibition, % at 5.9 µM. actives 0.38% (n = 320,000). AID 2177;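 active = inhibition above the screen-wide mean plus 3 SD, limit set per campaign, cut at about 26% in these data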;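 note: 0% = LYPLA2 with DMSO and 100% = wells lacking LYPLA2 enzyme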
Target sequence (O95372 whole entry, looked up): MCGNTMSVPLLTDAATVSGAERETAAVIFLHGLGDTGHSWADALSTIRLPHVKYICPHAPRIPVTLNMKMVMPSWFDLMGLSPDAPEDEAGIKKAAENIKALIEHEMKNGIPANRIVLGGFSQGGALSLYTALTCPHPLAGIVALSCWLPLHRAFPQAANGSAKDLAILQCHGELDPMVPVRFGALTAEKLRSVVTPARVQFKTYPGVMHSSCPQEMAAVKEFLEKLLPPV
GSTO1 inh: GSTO1 inhibition, counter-screen for RBBP9 inhibitors | P78417 | recombinant GSTO1, activity-based probe fluorescence polarization | inhibition, % at 5.96 µM | actives 1.1% (n = 300,000) | AID 1974;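 active = inhibition above the campaign mean inhibition plus 3 SD, cut at about 35% in these data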;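 note: 0% = GSTO1-1 with DMSO and 100% = wells lacking GSTO1-1 enzyme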
Starred values were filed as active, the others as inactive; x = no result given. A portion of the library, so the mix of outcomes need not match the whole.

Sequence of screens: LYPLA1 inh	PAFAH1B2 FP inh	PAFAH1B3 FP inh	PAFAH2 inh	PREPL inh	PAD4 inh	pPAFAH FP inh	LYPLA2 inh	GSTO1 inh
1) COc1ccc(C(C(=O)NC2CCCC2)N(Cc2cccnc2)C(=O)c2snc(C(N)=O)c2N)cc1OC (centres undefined)
 : -3	5	2	2	-8	11	-1	-2	3
2) O=S(=O)(c1ccccc1)N(Cc1nc(-c2ccccc2)no1)C1CCCCC1
 : -5	5	5	-9	2	-3	-6	-10	-2
3) CCOC(=O)c1ccc(NC(=O)CN2C(=O)CSC2=O)cc1
 : 5	5	2	1	3	2	1	11	5
4) Oc1ccc2oc3c(c2c1)CCCC3
 : -1	13	14	1	-7	-2	3	-1	4
5) O=C(NCCOc1ccc(F)cc1)C1CCC(=O)N(CCN2CCOCC2)C1 (centres undefined)
 : -1	1	0	-3	10	4	2	3	0
6) COC(c1ccccc1)c1nnc(CCC(=O)N(C)CCCC2CCCC2)o1 (centres undefined)
 : 5	17	0	-3	11	-4	3	2	1
7) CC1=CC(=C(C#N)c2nc3ccccc3s2)C=C(C)N1Cc1ccco1
 : 3	4	16	4	3	4	9	7	5
8) COC(=O)c1cc(N=Nc2sc(N)nc2C)cc(C(=O)OC)c1
 : 1	8	13	-2	13	-2	1	-1	-5
9) O=C(Oc1ccc(/C=N/n2cnnc2)cc1)c1cccc([N+](=O)[O-])c1
 : 1	-1	3	5	4	-3	-3	-1	10
10) S=c1[nH]nc(-c2ccc(Cl)cc2)n1/N=C/c1cccs1
 : -1	x	x	x	7	5	12	1	-11
11) CCN1C(=O)[C@@H]2Cc3c([nH]c4ccccc34)C(c3cc(OC)c(OC)c(OC)c3)N2C1=S (some centres undefined)
 : -6	-7	9	4	-5	-6	2	-3	-4
12) CCCCN1C(=O)C(=O)N(CC(=O)c2ccc3c(c2)OCO3)C1=O
 : 2	2	8	6	-9	2	-2	2	-5
13) Cc1cccc(C(=O)NCCCN(C)CCCNC(=O)c2cccc(C)c2)c1
 : 0	9	2	3	-13	-4	0	-1	-1
14) Cc1cc(OCCN2CCOCC2)ccc1C(C)C
 : 3	5	6	7	5	2	0	9	4
15) CCOc1ccccc1N1CC(C(=O)N2CCc3ccccc32)CC1=O (centres undefined)
 : 5	-1	6	16	3	5	0	1	9
16) CCOc1ccc(S(=O)(=O)NCCC(=O)NCC2(N3CCCCC3)CCCCC2)cc1
 : 1	1	10	-4	-1	0	-3	10	3
17) CC(=O)Oc1ccc(/C=c2\sc3ncnn3c2=O)cc1
 : -2	4	4	1	-16	3	2	-1	11
18) O=C(O)[C@]1(S(=O)(=O)c2ccccc2)C[C@@H]2ON=C(c3cccc(Br)c3)[C@@H]2C1
 : 14	14	9	12	-15	6	2	3	3
19) Cc1c(S(=O)(=O)N2CCN(c3cccc(C(F)(F)F)c3)CC2)c(=O)n(C)c(=O)n1C
 : -3	4	-1	0	12	-1	0	0	2
20) COc1ccccc1NC(=O)COC(=O)c1ccccc1C(=O)N1CCN(c2ccccc2)CC1
 : -2	0	12	-2	-8	-1	-2	-2	6
21) Cc1ccc(C)c(NC(=O)C2CC(=O)N(C3CCCCC3)C2)c1 (centres undefined)
 : 3	2	4	3	0	-2	3	5	0
22) Cc1ccc(N(C(=O)C2CCC(=O)N2)C2(C(=O)NC3CCCC3)CCCCC2)cc1 (centres undefined)
 : -1	4	8	-8	-3	-4	-2	7	-1
23) Cc1ccc(OCC(=O)NCCCNC(=O)c2ccco2)cc1C
 : -3	5	7	-9	-15	-2	1	-6	-2
24) CCCC(=O)c1ccc2c(c1)OCCO2
 : -2	5	5	7	-10	2	4	-5	-2
25) COCCN(C(=O)COC(=O)CCn1c(C)csc1=O)c1c(N)n(Cc2ccccc2)c(=O)[nH]c1=O
 : -2	4	1	-4	8	-5	-3	-2	-7
26) COc1ccc(CCN(C)C(=O)c2oc3ccccc3c2C)cc1OC
 : -1	3	7	9	-1	2	4	0	-3
27) CC1CCCC(C)N1C(=O)COC(=O)c1ccc(Br)c(S(=O)(=O)N2CCOCC2)c1 (centres undefined)
 : x	6	10	14	12	-5	-1	x	x
28) CCCCc1nc(S(=O)(=O)c2ccc(Cl)cc2)c(N2CCOCC2)o1
 : 0	5	4	7	3	1	2	-1	-6
29) O=C(O)CSc1c2c(nc3cc(C(=O)NCCN4CCOCC4)ccc13)CCC2
 : 3	x	x	x	0	2	3	-2	-2
30) COc1cc(C(=O)Nc2cccc3ncccc23)cc(OC)c1OC
 : -2	-5	1	-6	5	3	1	8	2
31) CCOc1cc(C=O)ccc1OCCSc1ccc(Cl)cc1
 : -1	54*	-1	-2	34	2	13	-2	5
32) CC(SCc1ccccc1)C(=O)N/N=C/c1ccc2c(c1)OCO2 (centres undefined)
 : 2	0	1	6	-31	-2	-1	0	1
33) CCCNC(=O)c1cccc(Cn2nc(C)c(Br)c2C)c1
 : 1	2	-1	1	9	3	3	6	3
34) N#C/C(=N\Nc1cccc(C(F)(F)F)c1)C(=O)c1ccsc1
 : 11	11	7	16	28	6	37*	3	-3
35) CCOc1ccccc1/C=N/NC(=O)c1c(C)nc2ccc(Br)cn12
 : -1	8	9	1	-6	2	4	-4	-1
36) C(=C/c1ccnc2nc(SC/C=C/c3ccccc3)nn12)/c1ccccc1
 : -6	-4	-4	-8	-56	-5	0	0	-9
37) COc1cccc2sc3ccc(C#CC4(N)CCCCC4)cc3c(=O)c12
 : -2	-1	14	5	-35	3	0	-8	-10
38) COc1cc2c(cc1OC)C(c1ccc(Cl)cc1)CC(=O)N2 (centres undefined)
 : 0	3	8	8	7	3	-2	-1	6
39) Cc1ccc(C(=O)O)cc1S(=O)(=O)N1CCCC1
 : 1	0	5	-5	-6	4	1	-2	2
40) CC(C)c1ccc(C(CC(=O)O)NC(=O)c2cccs2)cc1 (centres undefined)
 : 3	5	7	4	17	-8	-5	-5	-1
41) CC(=O)Oc1ccc2c3c(c(=O)oc2c1)CCCC3
 : 1	-4	16	12	-1	1	5	2	1
42) COc1cc(C(=O)NCC(C)C)c([N+](=O)[O-])cc1OC
 : 0	4	7	0	-4	0	4	-1	-2
43) CCOC(=O)CC(NC(=O)c1cccc2c1C(=O)N(Cc1cccnc1)C2)c1ccc(OCC)c(OC)c1 (centres undefined)
 : -7	4	8	-2	-8	-6	-3	-7	-1
44) CCN1CCN(CC(=O)Nc2cc(S(=O)(=O)N(CC)c3ccccc3)ccc2Cl)CC1
 : x	2	0	-2	6	0	8	x	x
45) Cc1ccc2c(c1)nnn2C1CCN(CC(=O)NCc2ccccc2F)CC1
 : -1	0	8	4	16	-6	4	-6	5
46) Cc1nc2sc(C(c3ccc(Cl)cc3)N3CCN(C(=O)c4ccco4)CC3)c(O)n2n1 (centres undefined)
 : -1	2	3	3	11	-1	8	7	9
47) CCCC1(CCC)NC(=O)N(CC(=O)c2cc(C)n(-c3ccc4c(c3)OCO4)c2C)C1=O
 : 0	4	4	0	6	-6	7	-4	1
48) COc1cc(C(F)(F)F)c(C(=O)NCc2cccc(Cl)c2)cn1
 : -1	1	2	1	13	-1	0	0	3
49) CCOc1ccc(NC(=O)Nc2cccnc2)cc1
 : 0	0	9	-10	0	-9	3	1	6
50) COc1ccc(CCNC(=O)Cn2c([N+](=O)[O-])cnc2C)cc1OC
 : 4	2	7	3	8	-2	-3	-4	-8
51) Cc1ccc(S(=O)(=O)NC(=O)c2ccc(-c3ccc(-c4ccccc4)cc3)o2)c(C)c1
 : -10	x	x	x	-7	-1	15	-10	-39
52) Cc1cc(C)n2nc(Sc3ncccc3[N+](=O)[O-])nc2n1
 : 0	x	x	x	-1	2	0	-5	2
53) CCOCCCNC(=O)C(NC(=O)c1ccc(NC(C)=O)cc1)c1ccc(C)cc1 (centres undefined)
 : 2	2	5	-9	0	5	0	-2	0
54) Cc1ccc(SCC(=O)Nc2nncs2)cc1
 : -1	x	x	x	-3	1	-2	-1	27
55) COc1ccc(CNC(=O)CCS(=O)(=O)c2ccc(Br)cc2)cc1
 : 2	10	6	2	-4	0	5	6	-1
56) CCOc1ccc(CN2CCN(Cc3c(C)nn(CC)c3C)CC2CCO)cc1 (centres undefined)
 : 2	0	5	-4	18	-10	-8	-5	-7
57) CC/C(C)=N/Oc1nc(C)cc(C)n1
 : -1	4	4	5	11	-3	3	5	-3
58) Cc1ccc2c(Cl)c(C(=O)N/N=C/c3cccn3C)sc2c1
 : -4	4	2	-8	10	3	-4	0	6
59) O=C(CCNS(=O)(=O)c1cccc2nsnc12)NCc1cccs1
 : 1	0	8	9	3	-4	-1	8	0
60) O=C1C(c2ccc(F)cc2)N(CC2COc3ccccc3O2)C(=O)CN1C1CCCCC1 (centres undefined)
 : -1	3	-6	1	-2	6	2	2	3

Only LYPLA2 inh, pPAFAH FP inh and PAD4 inh (3 entries from above):
entry	smiles	LYPLA2 inh	pPAFAH FP inh	PAD4 inh
52	Cc1cc(C)n2nc(Sc3ncccc3[N+](=O)[O-])nc2n1	-5	0	2
36	C(=C/c1ccnc2nc(SC/C=C/c3ccccc3)nn12)/c1ccccc1	0	0	-5
59	O=C(CCNS(=O)(=O)c1cccc2nsnc12)NCc1cccs1	8	-1	-4

Continued.
Sequence of screens: LYPLA1 inh	PAFAH1B2 FP inh	PAFAH1B3 FP inh	PAFAH2 inh	PREPL inh	PAD4 inh	pPAFAH FP inh	LYPLA2 inh	GSTO1 inh
61) Cc1ccc2c([N+](=O)[O-])cccc2n1
 : 3	1	-3	-1	12	-1	-2	9	-2
62) CCn1cc([N+](=O)[O-])c(C(=O)Nc2cc(C)on2)n1
 : -1	-4	5	0	0	-4	-1	4	7
63) O=C(CSc1ncn[nH]1)Nc1nc(-c2cccc([N+](=O)[O-])c2)cs1
 : -7	3	0	6	-15	0	8	-9	4
64) COc1ccc(Cc2nc3ccc(C(=O)N(C)CCn4ccnc4)cc3o2)cc1OC
 : -1	-3	6	10	4	2	-2	4	6
65) Cc1onc(-c2c(Cl)cccc2Cl)c1C(=O)N1CCSCC1
 : 2	4	2	8	-10	2	3	-1	2
66) CC1CCN(c2nc(CN3CCCCC3)nc3scc(-c4ccccc4)c23)CC1
 : 4	2	5	0	14	2	-2	3	3
67) COc1ccccc1CC(=O)NC12CC3CC(CC(C3)C1)C2
 : -2	0	4	1	1	-2	-1	-2	7
68) CS(=O)(=O)C1=NSC2=NC(=O)/C(=C\c3cccn3-c3ccccc3Cl)C(=N)N21
 : -16	10	-13	-13	-14	-18	0	-15	-48
69) COc1ccc(OCCOCCN2CCN(C)CC2)cc1
 : 1	7	3	5	-3	-3	3	2	-8
70) Cc1ccc(C(CC(=O)NCc2ccco2)c2ccccc2)c(O)c1 (centres undefined)
 : -1	1	3	5	11	0	2	-4	1
71) O=C(COc1ccc(Cl)cc1)Nc1ccc(CN2CCOCC2)cc1
 : -1	-3	5	-5	13	1	2	2	x
72) CC(OC(=O)c1ccccc1N1C(=O)C2C3CCC(C3)C2C1=O)C(=O)c1ccccc1 (centres undefined)
 : 0	1	1	-2	-1	-1	4	3	-7
73) CCSc1ncc(Cl)c(C(=O)Nc2ccccc2Cl)n1
 : 0	0	12	0	3	-3	2	-9	4
74) Cn1c(SCC(=O)NCc2ccco2)nnc1-c1ccccc1
 : 4	0	5	-1	-7	1	1	0	0
75) CCCCn1c(O)c(/C=C2\C=Nc3ccccc32)c(=O)[nH]c1=O
 : -2	0	4	15	1	-1	0	-1	15
76) O=C1CCCC2=C1C(c1cccs1)n1nc(SCc3ccccc3)nc1N2 (centres undefined)
 : 2	3	3	0	0	-1	6	10	-4
77) Cc1cc(C)c(S(=O)(=O)c2ccccc2)c(OC(=O)c2c(Cl)cc(Cl)cc2Cl)n1
 : -1	0	2	-2	1	7	-4	-1	-18
